Screening data from PubChem BioAssay.
Akt phos inh: Akt phosphorylation inhibition | Neuro2A IGF-stimulated pAkt S473 HTRF, 20 min; hits give low values | activity change, % for hits at 50 µM | 360,000 tested, 0.32% active | AID 651550; in the data active = activity change below about -80%; inconclusive = mostly about -51% to -80%; also: % is scaled to controls: 0 for no effect and ±100 for the full control effect
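Neuro2A cells in DMEM with 0.5% FBS, overnight at 37 deg C, given compound at single 50 µM final, then IGF (6 nM final) for 20 min at 37 deg C. Lysed; phospho-Akt Ser473 by HTRF after 24 h, 665/615 ratio.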
GLP1R inv ag: GLP-1 receptor (human) inverse agonism | Potency, µM (highest dose often 38.3 µM), for the others: top-dose activity change, negative = inhibition, most hits filed as inhibitors | P43220 | HEK293 GLP-1R CRE-luciferase, luminescence, 24 h; GLP-1R form is constitutively active | 410,000 tested, 1.6% active; also: potency is read from the fitted curve at half-maximal effect; % is scaled to controls: 0 for no effect and ±100 for the full control effect; nearly all actives have a fitted effect of over 55% in size
Target sequence (P43220 whole entry, looked up): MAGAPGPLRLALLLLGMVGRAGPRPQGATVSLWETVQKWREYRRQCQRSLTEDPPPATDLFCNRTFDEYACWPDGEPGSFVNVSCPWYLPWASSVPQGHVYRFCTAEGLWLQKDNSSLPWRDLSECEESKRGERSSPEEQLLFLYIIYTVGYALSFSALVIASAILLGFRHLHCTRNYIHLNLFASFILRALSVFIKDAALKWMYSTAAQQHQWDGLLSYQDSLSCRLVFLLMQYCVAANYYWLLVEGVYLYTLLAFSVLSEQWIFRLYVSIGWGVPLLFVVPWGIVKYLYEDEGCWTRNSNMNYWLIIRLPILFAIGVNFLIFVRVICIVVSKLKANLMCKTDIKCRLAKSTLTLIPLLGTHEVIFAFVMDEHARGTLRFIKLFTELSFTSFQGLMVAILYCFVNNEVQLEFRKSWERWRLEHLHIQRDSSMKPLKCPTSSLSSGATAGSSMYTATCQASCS
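GLP-1R inverse agonism mode: basal reporter luminescence in engineered HEK293 cells measured after one day of compound exposure at 37 deg C, with a 12 min room-temperature detection step.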
TDP-43 yeast inh: rescues yeast growth from TDP-43 toxicity. Potency, µM (highest dose often 46.1 µM), inactives show top-dose growth rescue (activation), usual class: activators. AID 652104. 410,000 tested, 1.8% active. TDP-43 expressing yeast growth rescue, BacTiter-Glo, 24 h; also: potency is read from the fitted curve at half-maximal effect; % of control where 0% means no effect; nearly all actives have a fitted effect of over 50% in size
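Growth rescue of TDP-43-toxic yeast measured as ATP luminescence (BacTiter-Glo). Cells grown to mid-log in raffinose, induced in galactose at OD600=0.02, exposed to compound 24 hr at 30 deg C.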
D3 antag: D3 dopamine receptor (human) antagonism | P35462 | AID 652054 | D3R cells, DiscoveRx beta-arrestin luminescence, antagonist mode; hits give low values | max response, negative = inhibition, % | 360,000 tested, 2.5% active; in the data active = max response below about -50%; inconclusive = no clear call, values can overlap the other calls; also: % is scaled to controls: 0 for no effect and ±100 for the full control effect; mostly tested at two doses, the higher about 12 µM
Target sequence (P35462 whole entry, looked up): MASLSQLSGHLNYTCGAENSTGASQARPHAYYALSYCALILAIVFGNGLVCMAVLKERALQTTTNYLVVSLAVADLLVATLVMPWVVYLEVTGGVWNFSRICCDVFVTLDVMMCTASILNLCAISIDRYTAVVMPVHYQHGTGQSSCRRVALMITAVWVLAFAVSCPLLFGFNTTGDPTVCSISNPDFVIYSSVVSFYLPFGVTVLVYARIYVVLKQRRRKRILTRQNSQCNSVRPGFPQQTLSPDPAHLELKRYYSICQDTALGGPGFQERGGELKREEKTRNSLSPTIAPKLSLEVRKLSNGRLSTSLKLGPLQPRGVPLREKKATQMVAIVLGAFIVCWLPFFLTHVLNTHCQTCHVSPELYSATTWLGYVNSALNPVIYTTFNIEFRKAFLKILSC
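Cells plated overnight at 1500 cells/well, then exposed to library compounds with dopamine controls for 90 minutes at 37 degrees C. DiscoveRx reagent added for 30–60 minutes at room temperature; luminescence read, quantitative HTS format.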
PTHR1 agonist: PTHR1 (human) receptor agonism. Q03431. HEK293 GP2 PTHR1 cells, GloSensor cAMP luminescence, 1 h. Potency, µM (doses to about 115 µM), inactives show top-dose activation, usual class: activators. 410,000 tested, 0.075% active. AID 743266; also: potency is read from the fitted curve at half-maximal effect; nearly all actives have a fitted effect of over 55% in size; some results filed as inactive show a strong effect at the top dose; inactives centre near -15; many of its hits are not listed in these tables
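HEK-293-derived GP2 cells expressing PTHR1 and a GloSensor cAMP reporter, 3,000/well, plated overnight, given luciferin plus IBMX (each 0.5 mM as added) for 1 h at 37 °C, then compound for 1 h at 37 °C. Luminescence was read after 15 min at room temperature.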
aSyn rescue: rescues yeast growth from alpha-synuclein toxicity; Yeast expressing alpha-synuclein, growth rescue, BacTiter-Glo, 24 h; 370,000 tested, 0.14% active; AID 652106; Potency, µM (titrated, usually from 46.1 µM), for inactives: at the top dose growth rescue (activation), hits mostly activators; also: potency is read from the fitted curve at half-maximal effect; % of control where 0% means no effect; nearly all actives have a fitted effect of over 65% in size
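Galactose-induced alpha-syn yeast (OD600=0.02, raffinose-pregrown) + pinned cpd, 24 hr, 30 deg C; growth by BacTiter-Glo luminescence. Growth restoration scores as activation.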
FUS yeast rescue: suppressors of FUS proteinopathy in yeast; 390,000 tested, 0.24% active; Potency, µM (titrated, usually from 76.6 µM), without a hit: at the top dose growth rescue (activation), hits mostly activators; S. cerevisiae FUS-expressing, growth rescue, OD600, 24 h;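 also: potency is read from the fitted curve at half-maximal effect; plate controls were DMSO vehicle for no effect and reference control for full effect; nearly all actives have a fitted effect of over 55% in size; some results filed as inactive show a strong effect at the top dose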
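Read-out: OD at 600 nm after 24hr at 30C, reporting rescue of FUS-induced yeast toxicity. Cells at OD 0.005 in galactose (2%) minimal medium; compounds tested in a dilution series; CP55940 titration from 92uM final as control.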
GLP-1R agonist: GLP-1 receptor (human) agonism. HEK293 GLP-1R CRE-luciferase, luminescence, 4-6 h; cells express a hypersensitive GLP-1R form. AID 624172. 380,000 tested, 0.007% active. Potency, µM (highest dose often 45.6 µM), without a hit: top-dose activation, actives largely listed as activators. P43220; also: potency is read from the fitted curve at half-maximal effect; % of control where 0% means no effect
Abeta yeast res: compounds reversing amyloid beta toxicity in yeast | yeast expressing A-beta42, growth rescue, OD600, 48 h; response scale: 0% DMSO, 100% iron-clioquinol control | AID 1347071 | Potency, µM (doses to about 46.1 µM), inactives show top-dose growth rescue, actives largely listed as activators | 410,000 tested, 0.063% active; also: potency is read from the fitted curve at half-maximal effect; nearly all actives have a fitted effect of over 55% in size
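Yeast growth medium received pinned compounds, then yeast cells expressing toxic A-beta were added; plates incubated at 30 C for 48 hr. Growth read as absorbance at 600 nm, normalized to DMSO and equimolar FeCl3 plus clioquinol controls.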
* hit, by the source's call; i = inactive; ? = inconclusive; . = not tested or not shown; & = joins results of further samples; [ ] = remark or other dose. Unless noted, calls follow the shape of the dose curve; as a rule, active = well fitted curve in the direction sought with a large enough effect; inconclusive = small, poorly fitted or top-dose-only effect, or another doubt; inactive = no such curve, though single readings can be large; an effect the other way counts as inactive or inconclusive. A portion of the library (hit frequency here may not be typical).

The opening three entries, to show the layout:
Values run as follows: Akt phos inh	GLP1R inv ag	TDP-43 yeast inh	D3 antag	PTHR1 agonist	aSyn rescue	FUS yeast rescue	GLP-1R agonist	Abeta yeast res
> COCCNC(=O)Cn1cc(C(=S)N2CCCCC2)c2ccccc21
→ i	13.0%	.	13.5	-19.0%	4.0%	11.0%	10.4%	-7.4%
> Cc1cc(NC(=O)CSc2nc(=O)cc(N)n2-c2ccc(Cl)cc2)no1
→ i	-5.8%	.	4.8	-20.7%	4.8%	14.2%	-1.2%	-8.9%
> CCc1nc2c(OCCn3cccc3)cccn2c1N(C)C(=O)CC(C)C
→ i	22.3%	3.7%	-13.0	i	-0.9%	11.0%	-4.3%	-7.0%

The whole of this part, previewed entries included:
Values run as follows: Akt phos inh	GLP1R inv ag	TDP-43 yeast inh	D3 antag	PTHR1 agonist	aSyn rescue	FUS yeast rescue	GLP-1R agonist	Abeta yeast res
> COCCNC(=O)Cn1cc(C(=S)N2CCCCC2)c2ccccc21
→ i	13.0%	.	13.5	-19.0%	4.0%	11.0%	10.4%	-7.4%
> Cc1cc(NC(=O)CSc2nc(=O)cc(N)n2-c2ccc(Cl)cc2)no1
→ i	-5.8%	.	4.8	-20.7%	4.8%	14.2%	-1.2%	-8.9%
> CCc1nc2c(OCCn3cccc3)cccn2c1N(C)C(=O)CC(C)C
→ i	22.3%	3.7%	-13.0	i	-0.9%	11.0%	-4.3%	-7.0%
> CC(C)(C)c1ccc(OCCC(=O)NNC(=O)c2ccccc2)cc1
→ i	18.4%	21.1%	-3.5	i	6.2%	12.9%	1.2%	20.4%
> CCC1Cc2[nH]c(=S)[nH]c(=O)c2C(c2ccc(F)cc2)O1 (configuration not stated)
→ i	30.4%	13.4%	13.5	i	2.8%	-5.2%	-7.0%	-13.5%
> O=C(Nc1cccnc1)c1ccc(N2CCCC2)c([N+](=O)[O-])c1
→ i	11.6%	14.9%	-20.0	-7.1%	1.5%	27.5%	4.0%	-3.4%
> CC[C@]12c3[nH]c4ccc(OC)cc4c3CCN1C(=O)C(CC(=O)NCCc1ccccn1)C[C@@H]2C(=O)N1CCN(C(=O)c2ccco2)CC1 (some centres not stated)
→ i	3.7%	16.7%	34.7	i	-0.6%	-2.2%	0.8%	3.1%
> CCn1cc(-c2ccnc3cc(C(=O)O)nn23)c(C)n1
→ i	-19.1%	-3.2%	-12.1	i	-4.7%	3.3%	7.1%	8.0%
> c1ccc(-c2nnc(SCc3nc4ccccc4[nH]3)n2Cc2ccco2)nc1
→ i	0.0%	-5.8%	15.6	-5.7%[57.5 µM]	-3.6%	44.6%	-0.9%	13.9%
> COc1ccc(CCNC(=O)CCc2cc(OC)c(OC)c(OC)c2)cc1OC
→ i	4.2%	-0.8%	-2.1	i	-3.9%	14.0%	9.0%	-3.8%
> N#CC1=C(N)N(c2ccc(Br)cc2)C2=C(C(=O)CCC2)C1c1cccnc1 (configuration not stated)
→ i	0.0%	-9.7%	?	i	-4.3%	?	5.3%	-29.0%
> CC1(C)NC(=O)N(CCOCCOc2cccc(Oc3ccccc3)c2)C1=O
→ i	-20.4%	-14.6%	-24.5	-29.0%	-2.6%	41.8%	10.2%	1.0%
> CN(C)S(=O)(=O)c1cccc(C(=O)Nc2cccnc2)c1
→ i	7.4%	7.4%	-21.0	i	-8.4%	-29.0%	-2.6%	-0.2%[9.22 µM]
> CCCOc1ccc(C(=O)CCC(=O)OCC(=O)N2CC(=O)Nc3ccccc32)cc1
→ i	2.3%	27.2%	-13.9	?	2.3%	19.2%	-0.3%	3.8%
> Cc1cccc(-n2c(SCC(=O)N3CCC(C(=O)O)CC3)nc3ccccc3c2=O)c1C
→ i	6.0%	-21.3%	-4.1	?	-4.7%	23.7%	5.0%	-1.1%
> Cc1ccc(S(=O)(=O)N(C)CC(=O)N2CCN(c3ccccn3)CC2)cc1
→ i	0.2%	11.5%	-20.2	-7.1%	-1.2%	18.6%	-5.8%	19.1%
> Cc1nc2ccc(NC(=O)NC(=O)c3c(Cl)cccc3Cl)cc2o1
→ i	4.3%	-11.8%	-13.8	-15.2%	0.0%	14.1%	7.6%	2.0%
> CN(Cc1ccccc1)C(=O)C1(C)CCN1C(=O)Cc1ccc(Cl)cc1Cl (configuration not stated)
→ i	-24.5%	0.0%	7.7	-14.6%	11.3%	11.6%	5.8%	25.4%
> Cc1occc1C(=O)N/N=C/C1=C(N2CCOCC2)C(=C\c2ccc(Cl)cc2)/CC1
→ i	-15.6%	-13.4%	16.5	?	12.6%	-13.0%	-4.1%	-3.6%
> COCCCN1C(=O)/C(=C\c2ccc3c(c2)OCO3)C(C(=O)OC)=C1C
→ i	13.0%	0.0%	-10.1	-16.8%	8.4%	-16.5%	4.3%	-10.4%
> O=C1c2ccccc2NC(c2ccc(-c3cccc(Cl)c3)o2)N1O (configuration not stated)
→ i	0.0%	0.0%	-22.2	i	29.2%	?	-4.7%	-28.7%
> Cc1ccsc1C(=O)N1CC=C(c2ccccc2)CC1
→ i	?	-17.6%	2.0	4.4%	4.2%	20.1%	4.8%	12.0%
> COc1cc(NC(=O)CSc2nnc(C)n3c2cc2oc(C)cc23)cc(OC)c1
→ .	3.3%	18.9%	.	i	.	-18.5%	.	-11.5%
> CCN1CCN(CC(=O)Nc2cccc(C)c2C)C(=O)C1=O
→ i	1.6%	20.5%	13.9	i	0.4%	-13.9%	12.7%	-17.0%
> COc1cc(NC(=O)c2csc(N)n2)cc(C(=O)Nc2cccc(C(F)(F)F)c2)c1
→ i	3.98µM*	31.6µM*	-0.2&4.9	-85.4%&-26.7%[inhibitor]	-0.1%&-6.5%	?	0.0%&-4.2%	-3.0%&3.7%
> Cc1cc(C)c(S(=O)(=O)NCCc2cc3c(C)ccc(C)c3[nH]c2=O)c(C)c1
→ .	-0.9%	10.8%	.	-0.2%	.	-6.8%	0.4%	-9.5%
> Cc1cc2oc3cc(NCCC4CCCN4C)ccc3c(=O)c2cc1C (configuration not stated)
→ i	-12.6%	-10.5%	0.0	i	-5.3%	-0.8%	8.6%	-22.8%
> CN(CC(=O)Nc1ccc(F)cc1)C(=O)CSc1ncccn1
→ i	4.7%	16.6%	8.8	i	2.0%	-4.9%	-2.4%	4.2%
> O=C1NN(c2ccc(Br)cc2)C(=O)/C1=C\c1ccc(O)cc1O
→ i	?	-7.6%	?	-2.7%	3.2%	1.4%	-0.1%	-8.0%
> COC(=O)c1sccc1NC(=S)N1CCCCC1
→ i	?	20.4%	15.5	i	-3.8%	-9.1%	-13.9%	18.4%
> Fc1ccccc1-c1nc(N2CCN(c3cccc(Cl)c3)CC2)c2ccccc2n1
→ .	?	?	.	-95.4%[inhibitor]	.	?	.	-32.6%[inhibitor]
> Cc1nc(C(=O)Nc2ccccc2)sc1C(=O)Nc1ccccc1
→ i	?	-1.1%[1.82 µM]	25.5	-8.4%	-2.3%	6.6%	13.5%	-4.5%
> Cc1cccc(C)c1NC(=O)C(Cl)=C(Cl)Cl
→ i	?	-34.3%[inhibitor]	-12.2	i	-2.7%	15.3%	0.2%	-30.3%[inhibitor]
> CCCCC(C(=O)NC(C)c1ccccc1)C(=O)NC(C)c1ccccc1 (configuration not stated)
→ i	?	5.1%	-8.3	-1.5%	-6.3%	40.6%	1.5%	2.4%
> CCc1nc2c(OCCOc3ccc(F)cc3)cccn2c1N(C)C(=O)c1ccc(OC)cc1
→ i	-16.4%	16.2%	-28.0	i	-5.7%	24.2%	4.0%	0.9%
> Cc1cc(C(=O)Nc2cccc3cccnc23)ccc1[N+](=O)[O-]
→ i	-4.1%	15.8%	7.5	-26.9%	-5.5%	-26.6%	-4.2%	-7.3%
> CC(C(=O)Nc1nc2ccccc2s1)n1cc([N+](=O)[O-])cn1 (configuration not stated)
→ i	12.8%	-16.4%	-1.6	i	4.7%	-2.7%	3.6%	-15.1%
> COc1cc(NC(=O)CN(C)S(=O)(=O)c2ccc3nc(C)sc3c2)cc(OC)c1
→ i	-22.5%	-21.1%	8.2	-15.7%	0.7%	-4.0%	13.5%	1.8%
> Cc1ccc(S(=O)(=O)c2c(C)nn(-c3ccccc3)c2OC(=O)c2ccccc2F)cc1
→ .	-6.6%	8.0%	.	i	.	-29.3%	-2.2%	10.9%
> CCCS(=O)(=O)NC(=O)C1(C)CCCN(C(=O)c2ccco2)C1 (configuration not stated)
→ i	14.3%	14.1%	0.0	-13.7%	-5.6%	-21.8%	-9.2%	4.0%
> CCOc1ccc(NS(=O)(=O)c2ccc(C(=O)NCc3ccncc3)cc2)cc1
→ i	-8.3%	21.7%	7.5	-26.7%	-1.0%	10.3%	11.5%	-1.4%
> CCCc1nnc(SCC(=O)Nc2cc(C)on2)n1CCOC
→ i	7.7%	2.0%	-7.6	i	-1.7%	2.2%	12.5%	-3.7%

Single records, as listed above. Screens in order: Akt phos inh | GLP1R inv ag | TDP-43 yeast inh | D3 antag | PTHR1 agonist | aSyn rescue | FUS yeast rescue | GLP-1R agonist | Abeta yeast res
Results for Cc1nc(C(=O)Nc2ccccc2)sc1C(=O)Nc1ccccc1 = i | ? | -1.1%[1.82 µM] | 25.5 | -8.4% | -2.3% | 6.6% | 13.5% | -4.5%
Results for CCc1nc2c(OCCOc3ccc(F)cc3)cccn2c1N(C)C(=O)c1ccc(OC)cc1 = i | -16.4% | 16.2% | -28.0 | i | -5.7% | 24.2% | 4.0% | 0.9%
